Screening results (PubChem)
FUS suppressor = suppressors of FUS proteinopathy in yeast | S. cerevisiae FUS-expressing, growth rescue, OD600, 24 h | Potency, µM (titrated, usually from 76.6 µM), inactives show at the top dose growth rescue (activation), actives largely listed as activators | 390,000 tested, 0.24% active | AID 1347120;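 note: plate controls were DMSO vehicle for no effect and reference control for full effect; nearly all actives have a fitted effect of over 55% in size; some results filed as inactive show a strong effect at the top dose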
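Yeast expressing FUS under galactose induction, OD 0.005 in 2% galactose medium; compounds in a dilution series, 24 h at 30C. Growth rescue by absorbance at 600 nm; CP55940 positive control, DMSO negative.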
PTHR1 ag = agonists of human PTHR1 parathyroid hormone receptor; HEK293 GP2 PTHR1 cells, GloSensor cAMP luminescence, 1 h; Potency, µM (top dose mostly 115 µM), without a hit: top-dose activation, actives largely listed as activators; AID 743266; 410,000 tested, 0.075% active; Q03431; note: nearly all actives have a fitted effect of over 55% in size; some results filed as inactive show a strong effect at the top dose; inactives centre near -15; many of its hits are not listed in these tables
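HEK-293-derived GP2 cells expressing PTHR1 and a GloSensor cAMP reporter, 3,000/well, plated overnight, given luciferin plus IBMX (each 0.5 mM as added) for 1 h at 37 °C, then compound for 1 h at 37 °C. Luminescence was read after 15 min at room temperature.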
EPAC1 antag = EPAC1 (human) antagonism; AID 720709; EPAC1 GEF assay, Rap1b-BODIPY-GDP exchange fluorescence; O95398; Potency, µM (highest dose often 115 µM), for inactives: at the top dose activity change, negative = inhibition, usual class: inhibitors; 360,000 tested, 0.14% active;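 note: plate controls were vehicle for no effect and positive control for full effect; nearly all actives have a fitted effect of over 50% in size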
Target sequence (O95398 whole entry, looked up): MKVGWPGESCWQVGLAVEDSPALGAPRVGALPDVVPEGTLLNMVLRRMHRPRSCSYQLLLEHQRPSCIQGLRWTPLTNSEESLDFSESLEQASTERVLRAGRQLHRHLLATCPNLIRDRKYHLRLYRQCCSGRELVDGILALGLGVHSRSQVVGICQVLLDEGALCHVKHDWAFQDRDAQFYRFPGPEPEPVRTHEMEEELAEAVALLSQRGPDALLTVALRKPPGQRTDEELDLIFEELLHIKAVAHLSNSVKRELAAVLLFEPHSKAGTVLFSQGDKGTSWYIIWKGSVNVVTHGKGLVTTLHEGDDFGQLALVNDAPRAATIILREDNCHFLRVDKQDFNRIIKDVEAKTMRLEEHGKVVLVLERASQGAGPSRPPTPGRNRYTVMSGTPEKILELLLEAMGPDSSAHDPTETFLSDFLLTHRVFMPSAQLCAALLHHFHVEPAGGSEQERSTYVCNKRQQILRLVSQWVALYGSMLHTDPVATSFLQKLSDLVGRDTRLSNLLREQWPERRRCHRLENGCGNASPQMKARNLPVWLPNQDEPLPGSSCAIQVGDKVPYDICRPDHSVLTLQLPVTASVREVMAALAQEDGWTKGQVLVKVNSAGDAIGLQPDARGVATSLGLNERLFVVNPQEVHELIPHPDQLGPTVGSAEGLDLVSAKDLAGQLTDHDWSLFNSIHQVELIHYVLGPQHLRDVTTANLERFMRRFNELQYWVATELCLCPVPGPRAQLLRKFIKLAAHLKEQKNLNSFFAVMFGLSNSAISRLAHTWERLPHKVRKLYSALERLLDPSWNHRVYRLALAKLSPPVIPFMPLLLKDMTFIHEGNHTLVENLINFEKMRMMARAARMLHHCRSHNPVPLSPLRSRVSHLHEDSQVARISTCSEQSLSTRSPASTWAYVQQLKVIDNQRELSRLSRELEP
EPAC1 agonist = activates human EPAC1 exchange factor; EPAC1 agonist qHTS, biochemical assay; response scale: 100% = response to 6.5 mM cAMP; Potency, µM (highest dose often 154 µM), for inactives: at the top dose activation, hits mostly activators; 360,000 tested, 0.073% active; AID 720707; note: nearly all actives have a fitted effect of over 60% in size
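Nucleotide exchange assay: 100 nM EPAC1 with 250 nM Rap1B loaded with BODIPY-GDP and 50 uM GDP, room temperature. Fluorescence (480/540 nm) read every 5 min for 30 min; signal change normalized to 6.5 mM cAMP as full agonist.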
EPAC2 antag = antagonists of human EPAC2 | Q8WZA2 | EPAC2 GEF exchange of Rap1B-BODIPY-GDP, fluorescence | Potency, µM (doses to about 114 µM), for inactives: top-dose activity, negative = inhibition, actives largely listed as inhibitors | 360,000 tested, 0.18% active; note: % is set by controls: 0 for no effect and ±100 for the full control effect; nearly all actives have a fitted effect of over 45% in size; many of its hits are not listed in these tables
TDP43 rescue = inhibitors of TDP-43 toxicity in yeast; 410,000 tested, 1.8% active; TDP-43 expressing yeast growth rescue, BacTiter-Glo, 24 h; AID 652104; Potency, µM (series often up to 46.1 µM), without a hit: at the highest dose growth rescue (activation), usual class: activators; note: % of control where 0% means no effect; nearly all actives have a fitted effect of over 50% in size
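Galactose-induced TDP-43 yeast, OD600=0.02, compound pinned; 24 hr, 30 deg C; BacTiter-Glo luminescence for growth. Inhibitors of TDP-43 toxicity read as activators.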
EPAC2 ag = activates human EPAC2 exchange factor; Q8WZA2; EPAC2 activation, biochemical qHTS; response scale: 100% = 6.5 mM cAMP response; Potency, µM (highest dose often 154 µM), without a hit: at the top dose activation, usual class: activators; 360,000 tested, 0.079% active; note: nearly all actives have a fitted effect of over 50% in size
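Compounds were titrated in qHTS against a Rap1B-BODIPY-GDP (250 nM) complex with EPAC2 (100 nM) and GDP (50 uM). BODIPY-GDP release tracked at 480/540 nm over 30 min at room temperature, normalized to 6.5 mM cAMP.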
aSyn rescue = rescues yeast growth from alpha-synuclein toxicity; Yeast expressing alpha-synuclein, growth rescue, BacTiter-Glo, 24 h; Potency, µM (highest dose often 46.1 µM), for the others: top-dose growth rescue (activation), hits mostly activators; 370,000 tested, 0.14% active; AID 652106; note: % of control where 0% means no effect; nearly all actives have a fitted effect of over 65% in size
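Screening used galactose-induced yeast with toxic alpha-synuclein levels, exposed to compound for 24 hr at 30 deg C. Cell growth, read with BacTiter-Glo luminescence, gave the measured signal.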
Numbers without * were called inactive; i = inactive; ? = inconclusive; . = no result given; & = joins results of further samples; [ ] = dose if it differs, or a comment. Calls come from the whole dose curve; as a rule, active = well fitted curve in the direction sought with a large enough effect; inconclusive = small, poorly fitted or top-dose-only effect, or another doubt; inactive = no such curve, though single readings can be large; an effect the other way counts as inactive or inconclusive. Potency is the fitted concentration of half-maximal effect. Not all compounds are listed, so the mix of outcomes need not match the whole.

Every second line gives: FUS suppressor, PTHR1 ag, EPAC1 antag, EPAC1 agonist, EPAC2 antag, TDP43 rescue, EPAC2 ag, aSyn rescue
COc1ccc(NS(=O)(=O)c2cccc(C(=O)NNC(=O)CNC(=O)c3ccccc3)c2)cc1
→ ., 13%, 4%, 0%, 12%, -4%, 3%, -2%
CCOC(=O)C1C(=O)C=C(c2ccccc2)CC1c1ccccc1 (centres undefined)
→ 14%, i, -28%, 9%, ?, 9%, 16%, 11%
CCOC(=O)N1CCN(S(=O)(=O)c2ccc(Cl)cc2)CC1
→ -13%, -19%, -3%, -3%, 8%, 5%, 3%, 8%
COc1ccc2cc3cc(C(=O)N4CCCC(C)C4)oc3nc2c1 (centres undefined)
→ -6%, -29%, 6%, 13%, -13%, ?, -1%, 0%
O=C1OCCN1CCN(CN1C(=O)CCC1=O)CN1C(=O)CCC1=O
→ 6%, 3%[57.5 µM], -1%, -3%, 10%[57.1 µM], -10%, -1%, -16%
O=C1OCCN1N1CCOC1=O
→ -1%, -4%, 7%, 9%, 0%, -5%, 3%, 4%
Cc1ccc(-n2nc3c([n+]2[O-])CCc2nonc2-3)cc1
→ 16%, i, 2%, 0%, -6%, -2%[9.22 µM], 10%, 2%
CCOc1ccc(NC(=O)c2nc(SCC)ncc2Cl)cc1
→ -29%, i, 14%, 13%, -2%, 16%, 2%, 1%
COc1ccc(CCn2c(C3CCCCC3)nc3c(c(=O)c4ccccc4n3C)c2=O)cc1
→ 28%, -29%, -14%, -15%, -6%, -35%[inhibitor], 3%, 5%
CCO[C@@H]1OC(C(=O)N2CCN(Cc3ccc4c(c3)OCO4)CC2)=C[C@H](c2cn(C(C)=O)c3ccccc23)[C@H]1CCCO
→ 1%, i, -12%, 6%, -3%, 3%, -1%, 2%
Cc1ccc2[nH]c(=O)c(COC(=O)C3CCCCC3)cc2c1
→ 21%, i, 7%, 0%, 4%, -9%, -1%, 5%
CCc1cccc2c(C(=O)CSc3nnc(-c4ccncc4)n3C)c[nH]c12
→ 44%, -2%, -7%, 1%, 15%, -17%, 4%, -5%
CC1CCN(CCNC(=O)C2CCCN(S(=O)(=O)c3cccc4nsnc34)C2)CC1 (centres undefined)
→ -10%, i, 1%, 5%, -6%, 0%, -4%, -11%
CC1Sc2ccc(C(=O)OCc3ccccc3Cl)cc2NC1=O (centres undefined)
→ -7%, -27%, 0%, 50µM*, 3%, -3%, 0%, 8%
CCc1nc2sc3ccccc3c(=O)c2c(=O)n1Cc1ccc(OC)cc1
→ 5%, i, 6%, 0%, -6%, 16%, 0%, 2%
Cc1ccccc1NC(=O)C1=CC=CN2CCS(=O)(=O)N=C12
→ -21%, -10%, -21%, -1%, 1%, 11%, 5%, -9%
CCOc1cc(/C=N\NC(=O)CN2CCOCC2)ccc1OCc1ccc(F)cc1
→ 17%, -14%, -5%, 4%, -9%, ?, 5%, -3%
Cc1ccc(S(=O)(=O)C(C#N)c2nc3ccccc3nc2N2CCCC2)cc1 (centres undefined)
→ ., -28%, 7%, 0%, -2%, ?, 6%, -3%
CC(=O)Nc1ccc(NC(=O)CCn2cnnn2)cc1
→ 9%, i, 10%, -2%, 12%, 19%, 3%, 6%
NS(=O)(=O)c1ccc(NC(=O)CSc2nnc(C3CC3)n2C2CC2)cc1
→ -6%, i, 7%, 13%, 3%, 23%, 6%, 2%
COc1ccc(/C=C/C(=O)NCCCN2CCOCC2)cc1
→ 5%, -21%, 8%, 0%, 1%, -9%, 1%, -6%
O=C(NCCc1ccc(Cl)cc1)c1cccnc1
→ 36%, i, 10%, 11%, 2%, 15%, 2%, -1%
COc1ccc(NC(=O)COC(=O)Cn2cnc3ccccc32)cc1
→ ., 1%, -8%, 8%, -1%, -18%, 8%, -11%
CN(C(=O)CCNC(=O)Cn1cnc2ccccc2c1=O)c1ccc(F)cc1
→ 14%, i, -3%, 2%, 0%, -7%, 1%, -5%
CN1C(=O)CC(c2ccco2)Sc2ccccc21 (centres undefined)
→ ?, -9%[57.5 µM], 0%, -9%, -4%, 3%, 13%, -1%
O=C(CC(O)(c1ccccc1)c1ccccc1)Nc1ccccn1
→ ., -34%, 9%, -3%, 6%, 27%, 6%, 15%
C=CCNc1nc2c(c(=O)n(C)c(=O)n2C)n1Cc1ccc(F)cc1
→ -1%, -35%[inhibitor], -8%, 2%, -7%, 21%, 6%, -8%
COC(=O)C1=C(C)N(Cc2ccccc2)C(=NCCN2CCOCC2)N[C@H]1CCc1ccccc1
→ 10%, i, -3%, 4%, 8%, 12%, 2%, 1%
CCCNC(=O)C1(C)CCCN(Cc2c3ccccc3nn2C)C1 (centres undefined)
→ -15%, -40%[inhibitor], -20%, -6%, 6%, 1%, 3%, -8%
Oc1cccc(Nc2nc(-c3ccccc3)nc3ccccc23)c1
→ 27%&-20%, -10%, -11%, 5%, -6%, -7%&1%, 20%, 12%

Grouped by structure, those above with an aryl thioether with sulfur outside any ring
Every second line gives: FUS suppressor, PTHR1 ag, EPAC1 antag, EPAC1 agonist, EPAC2 antag, TDP43 rescue, EPAC2 ag, aSyn rescue
CCOc1ccc(NC(=O)c2nc(SCC)ncc2Cl)cc1
→ -29%, i, 14%, 13%, -2%, 16%, 2%, 1%
CCc1cccc2c(C(=O)CSc3nnc(-c4ccncc4)n3C)c[nH]c12
→ 44%, -2%, -7%, 1%, 15%, -17%, 4%, -5%
NS(=O)(=O)c1ccc(NC(=O)CSc2nnc(C3CC3)n2C2CC2)cc1
→ -6%, i, 7%, 13%, 3%, 23%, 6%, 2%

The main list resumes with the three entries that preceded the break.
Every second line gives: FUS suppressor, PTHR1 ag, EPAC1 antag, EPAC1 agonist, EPAC2 antag, TDP43 rescue, EPAC2 ag, aSyn rescue
COC(=O)C1=C(C)N(Cc2ccccc2)C(=NCCN2CCOCC2)N[C@H]1CCc1ccccc1
→ 10%, i, -3%, 4%, 8%, 12%, 2%, 1%
CCCNC(=O)C1(C)CCCN(Cc2c3ccccc3nn2C)C1 (centres undefined)
→ -15%, -40%[inhibitor], -20%, -6%, 6%, 1%, 3%, -8%
Oc1cccc(Nc2nc(-c3ccccc3)nc3ccccc23)c1
→ 27%&-20%, -10%, -11%, 5%, -6%, -7%&1%, 20%, 12%
CCCN(CCC)CC(O)COc1ccc([N+](=O)[O-])cc1 (centres undefined)
→ 2%, -11%, 3%, -2%, -2%, -14%, 1%, -1%
O=[N+]([O-])c1ccc(C[n+]2cccc(O)c2)cc1
→ -27%, -21%, -10%, -7%, -13%, 11%, 3%, 6%
O=C(CN1C(=O)c2ccccc2S1(=O)=O)N1CCCCC1
→ 10%, i, -15%, 1%, 1%, -16%, 6%, -7%
COc1ccc2c(c1OC)C(=O)N1C2SC(C)(C)[C@H]1C(=O)NC(C)C (some centres undefined)
→ 20%, -35%, 27%, -10%, 11%, -20%, 1%, 1%
CSc1ncccc1C(=O)OCC(=O)c1ccc(Br)s1
→ -29%, i, 5%, 2%, -23%[57.1 µM], -6%, 20%, -1%
CCOC(=O)Cn1nnc(-c2ccc(OCC(C)C)cc2)n1
→ 17%, -11%[57.5 µM], -9%, -1%, -7%, -6%, -34%[inhibitor], -6%
CC(=O)c1ccc(OCC(=O)Nc2ccccc2N2CCCC2)cc1
→ 10%, -4%, -21%, 5%, -16%, ?, 8%, 0%
CCCOC(=O)c1c(NC(=O)C2C3C=CC(C3)C2C(=O)O)sc2c1CCC(C)C2 (centres undefined)
→ 11%, -22%, ?, -10%, -18%, -44%[inhibitor], -6%, -9%
CCCOc1ccccc1-c1nc2c([nH]1)c(=O)[nH]c(=O)n2C
→ 6%, -4%, 19%, 13%, 14%, -10%, 7%, -20%
CCOC(=O)c1cc(-c2ccccc2C)n(CC2CC(c3cccc([N+](=O)[O-])c3)=NO2)n1 (centres undefined)
→ 41%, i, 2%, -12%, -5%, 20µM*, 8%, 7%
O=c1c2ccccc2nc(-c2cccs2)n1-c1cccc2ccccc12
→ ., -24%, -24%, 12%, -4%, 20%, 5%, -7%
CCSc1nc(C2CC2)cc(-c2ccco2)c1C#N
→ -1%, i, 0%, 18%, 8%, ?, 11%, 1%
O=C(N/N=C\c1ccc(Br)cc1)c1ccc(Cn2cccn2)o1
→ ., -29%, -19%, -15%, 16%, 23%, -2%, -9%
COc1ccc(C)cc1NC(=O)CSc1nnc(COc2ccccc2)n1Cc1ccco1
→ ?, -15%, 8%, 15%, -2%, ?, 13%, -3%
CC(C)C(=O)Nc1ccc2c(c1)C(=O)N(CCC(=O)O)C2=O
→ 9%, -13%[57.5 µM], 2%, 3%, -15%, -8%, 12%, 3%
Cc1nnc(-c2ccc(Oc3ccc(C)c(C)c3)c([N+](=O)[O-])c2)o1
→ ., -34%[inhibitor], -15%, -4%, -13%, 20µM*, -2%, 7%
CN(C)C(N)=NCCC[C@H](N)C(=O)O
→ -25%, -2%, -1%, 6%, -14%, 0%, -1%, 2%&0%
CCn1c(NCc2cc(Cl)ccc2O)nc2ccccc21
→ -3%, -43%[inhibitor], -24%, 18%, -26%, -1%, 14%, 2%
CCOC(=O)c1c(NC(=O)COC)sc(C(C)=O)c1C
→ 18%, -3%, 1%, -3%, 5%, -1%, -3%, 7%
Cc1ccc(S(=O)(=O)N(C)c2ccc(OC(=O)COc3ccccc3)cc2)cc1
→ ., i, -2%, 16%, -6%, 2%, 6%, -4%
NS(=O)(=O)c1ccc(CCNC(=O)CSc2ccc([N+](=O)[O-])cc2)cc1
→ -4%, -22%, -18%, -1%, 2%, -5%, 5%, -8%
CN1C(=O)C2ON(c3ccccc3)C(c3cccs3)C2C1=O (centres undefined)
→ 11%, i, 0%, -3%, 10%, -5%, 6%, -1%
